Compound activity as filed in PubChem BioAssay.
SW480 rerep: DNA re-replication induction in SW480 cells. SW480 DNA re-replication, Hoechst DNA content imaging, 48 h. Potency, µM (titrated, usually from 46.1 µM), without a hit: at the highest dose re-replication activation, hits mostly activators. 1.8% of 340,000 active; further: potency means the concentration at half of the fitted maximal effect; % of control where 0% means no effect; nearly all actives have a fitted effect of over 55% in size
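DNA re-replication was detected as more nuclei of elevated Hoechst intensity after 48 hr exposure to compound (23 nL pinned per well of 250 cells).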
GLP-1R agonist: activates the human GLP-1 receptor; P43220; HEK293 GLP-1R CRE-luciferase, luminescence, 4-6 h; cells express a hypersensitive GLP-1R form; Potency, µM (doses to about 45.6 µM), without a hit: top-dose activation, usual class: activators; 0.007% of 380,000 active; further: potency means the concentration at half of the fitted maximal effect; % of control where 0% means no effect
Target sequence (P43220 whole entry, looked up): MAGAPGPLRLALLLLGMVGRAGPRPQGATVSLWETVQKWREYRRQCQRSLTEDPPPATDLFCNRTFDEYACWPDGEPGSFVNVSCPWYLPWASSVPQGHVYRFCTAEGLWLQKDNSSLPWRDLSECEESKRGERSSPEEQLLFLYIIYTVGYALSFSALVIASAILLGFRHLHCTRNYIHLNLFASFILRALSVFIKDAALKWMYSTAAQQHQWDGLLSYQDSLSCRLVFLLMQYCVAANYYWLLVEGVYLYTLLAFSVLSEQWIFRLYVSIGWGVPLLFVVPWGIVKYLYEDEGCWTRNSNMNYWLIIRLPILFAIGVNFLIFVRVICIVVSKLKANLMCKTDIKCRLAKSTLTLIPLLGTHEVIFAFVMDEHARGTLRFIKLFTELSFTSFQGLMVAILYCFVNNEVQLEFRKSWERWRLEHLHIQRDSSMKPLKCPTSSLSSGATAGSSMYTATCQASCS
IL1B secr inh: blocks inflammasome-driven IL-1 beta release; THP-1 LPS/ATP IL-1B secretion, AlphaLISA, 16 h; hits give low values; activity change, % at 57.5 µM; 4.7% of 360,000 active; AID 743279; in the data active means activity change below about -50%; inconclusive means mostly about -30% to -49%; further: on the % scale 0 is the no-effect control and ±100 the full control effect
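Secreted IL-1B measured by AlphaLISA bead assay after 16 h compound exposure of THP-1 cells; compounds (final up to 57.5 uM) added 1 h before LPS (250 ng/mL) and ATP (1.25 mM) stimulation; lower signal means less secretion.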
HT1080NT lethal: kills 2HG-producing HT-1080-NT fibrosarcoma cells. 1.6% of 360,000 active. AID 686970. Potency, µM (doses to about 46.1 µM), for inactives: top-dose activity, negative = less viability, most hits filed as cytotoxic. HT-1080-NT fibrosarcoma viability, CellTiter-Glo ATP luminescence, 48 h;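 further: NT is the 2HG producing partner of a matched IDH1 knockdown line; potency means the concentration at half of the fitted maximal effect; 0% = DMSO-treated cells and -100% = media-only wells without cells; nearly all actives have a fitted effect of over 55% in size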
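Viability by CellTiter-Glo luminescence after 48 h compound exposure at 37C of HT-1080-NT cells (750/well, RPMI, 5% FBS). % activity scaled between DMSO wells and medium-only wells, then curve-fitted and categorized by curve class.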
DRD3 antagonist: D3 dopamine receptor (human) antagonism | P35462 | D3R cells, DiscoveRx beta-arrestin luminescence, antagonist mode; hits give low values | 2.5% of 360,000 active | max response, negative = inhibition, %; in the data active means max response below about -50%; inconclusive means no clear call, values can overlap the other calls; further: on the % scale 0 is the no-effect control and ±100 the full control effect; mostly tested at two doses, the higher about 12 µM
Target sequence (P35462 whole entry, looked up): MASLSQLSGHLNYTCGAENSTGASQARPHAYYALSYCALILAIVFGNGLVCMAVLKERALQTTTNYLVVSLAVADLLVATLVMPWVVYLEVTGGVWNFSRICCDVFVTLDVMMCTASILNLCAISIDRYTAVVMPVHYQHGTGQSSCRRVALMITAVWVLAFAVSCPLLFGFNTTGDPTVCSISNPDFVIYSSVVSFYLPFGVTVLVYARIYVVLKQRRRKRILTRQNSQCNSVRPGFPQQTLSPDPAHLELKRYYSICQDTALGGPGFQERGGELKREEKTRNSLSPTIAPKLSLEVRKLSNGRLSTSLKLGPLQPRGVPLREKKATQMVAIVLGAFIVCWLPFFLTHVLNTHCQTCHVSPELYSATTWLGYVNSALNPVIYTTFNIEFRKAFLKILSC
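Cells plated overnight at 1500 cells/well, then exposed to library compounds with dopamine controls for 90 minutes at 37 degrees C. DiscoveRx reagent added for 30–60 minutes at room temperature; luminescence read, quantitative HTS format.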
KB-3-1 cytotox: kills parental KB-3-1 adenocarcinoma cells; KB-3-1 viability, CellTiter-Glo ATP luminescence, 72 h; Potency, µM (series often up to 46.1 µM), inactives show top-dose activity change, negative = cytotoxic, actives largely listed as cytotoxic; 1.4% of 400,000 active; further: potency means the concentration at half of the fitted maximal effect; on the % scale 0 is the no-effect control and ±100 the full control effect; nearly all actives have a fitted effect of over 60% in size
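Viability of parental KB-3-1 cells, measured by CellTiter-Glo luminescence, followed a 72 h incubation at 37 °C with pinned compounds in phenol-red-free DMEM containing 10% FBS.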
KB-V1 MDR tox: kills drug-selected multidrug resistant KB-V1 cells; KB-V1 MDR cells viability, CellTiter-Glo, 72 h; Potency, µM (doses to about 46.1 µM), for inactives: at the top dose activity change, negative = cytotoxicity, most hits filed as cytotoxic; 3.4% of 400,000 active; AID 1347076; further: potency means the concentration at half of the fitted maximal effect; on the % scale 0 is the no-effect control and ±100 the full control effect; nearly all actives have a fitted effect of over 60% in size
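Drug-selected KB-V1 cells, grown in DMEM lacking phenol red with 10% FBS, receive compound titrations; after three days at 37 degrees C, surviving cell ATP is quantified by CellTiter-Glo luminescence and responses normalized and curve-fitted.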
DRD3 agonist: D3 dopamine receptor (human) agonism. AID 652048. max activation, %. 0.58% of 410,000 active. D3R DiscoveRx beta-arrestin cells, luminescence, 90 min. P35462; in the data active means max activation above about 30%; further: 0% is about no effect; mostly tested at two doses, the higher about 12 µM
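Agonist mode: compounds and dopamine controls were applied to plated cells for 90 min at 37 degrees C after an overnight attachment at 1500 cells/well. Luminescent read-out followed 30 - 60 minutes at room temperature with DiscoveRx detection reagent.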
HT1080 IDH1KD tx: toxicity to HT-1080 IDH1 knockdown cells (counter line); HT-1080 IDH1 knockdown viability, ATP luminescence, 48 h; Potency, µM (series often up to 46.1 µM), for inactives: at the top dose activity, negative = toxicity, hits mostly cytotoxic; 2% of 360,000 active;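 further: potency means the concentration at half of the fitted maximal effect; 0% = DMSO wells and -100% = cell-free medium wells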
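CellTiter-Glo luminescence after 48 h compound exposure at 37 degrees C of IDH1-knockdown HT-1080 cells in 5% FBS RPMI. %Activity scaled between DMSO wells and cell-free media wells, with curves fitted and assigned curve classes.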
Active calls of the source: *; ? = inconclusive; . = not tested or not shown; [ ] = another dose, or the depositor's remark. Unless noted, the call rests on the fitted dose curve; in most records, active means well fitted curve in the direction sought with a large enough effect; inconclusive means small, poorly fitted or top-dose-only effect, or another doubt; inactive means no such curve, though single readings can be large; an effect the other way counts as inactive or inconclusive.

SMILES	SW480 rerep	GLP-1R agonist	IL1B secr inh	HT1080NT lethal	DRD3 antagonist	KB-3-1 cytotox	KB-V1 MDR tox	DRD3 agonist	HT1080 IDH1KD tx
CCN(C[C@H]1N[C@@](Cc2ccccc2)(C(=O)OC)[C@H]2C(=O)N(Cc3ccccc3)C(=O)[C@@H]12)C(C)=O	15%	-1%	-86*	20%	-16	?	4%	-10	10%
O=C(c1c(O)cc(O)cc1O)C1c2c(cc(O)c3c2O[C@H](c2ccc(O)cc2)[C@@H](O)C3)OC1c1ccc(O)cc1 (stereo partly drawn)	-9%	0%	-2	10%	0	2%	?	4	4%
O=C(NC1CCN(S(=O)(=O)c2ccc(F)cc2)CC1)c1ccc(F)cc1	-6%	13%	-54*	8%	1	9%	3%	-2	8%
COc1ccccc1CC(=O)Nc1cc(Cl)ccc1O	-6%	0%	15	-18%	15	?	-17%	6	-29%
FC(F)(F)c1nnc2ccc(Cl)nn12	3%	-2%	10	11%	17	11%	1%	3	12%
COc1ccc(C2=CN3CCCCC3CC2=O)cc1OC (stereo not drawn)	-13%	-4%	-19	2%	0	0%	?	-16	3%
CCOC(=O)c1cc(S(=O)(=O)Nc2ccc(C)cc2Cl)[nH]n1	.	-2%	.	.	.	3%	2%	-16	.
O=C(c1ccccc1Br)N1CCCC(c2nc(-c3cccs3)no2)C1 (stereo not drawn)	?	8%	-25	-19%	17	2%	?	4	-24%
Cc1ccc(N2CC(C(=O)Nc3nnc(SCC(=O)NCC4CCCO4)s3)CC2=O)cc1C (stereo not drawn)	3%	0%	-3	7%	-3	23%	?	0	5%
CC(C)(C)C(=O)N1CCN(S(=O)(=O)c2ccc3c(c2)OCCCO3)CC1	-9%	-5%	5	-19%	2	15µM*	?	4	-12%
OC(CN1CCNCC1)Cn1c2ccccc2c2ccccc21 (stereo not drawn)	?	0%	-27	?	-19	3%	2%	-2	?
Cc1ccc2c(c1)C1(OCCCO1)C(=O)N2CC(=O)NN	-43%	4%	-9	8%	4	1%	9%	10	3%
C/C=C(\C)C(=O)OC(C)(C)[C@H]1Cc2cc3ccc(=O)oc3cc2O1	3%	-5%	-22	-5%	-13	-8%	?	-6	-3%
CCN(CC)C(=O)CC(c1cc(OC)c(OC)c(OC)c1)c1c(O)cc(OC)cc1OC (stereo not drawn)	-4%	3%	-2	5%	?	0%	0%	-12	7%
CC(=O)Nc1ccc(S(=O)(=O)Nc2cc(Cl)ccc2N2CCOCC2)cc1	-2%	-5%	-3	-2%	-16	15%	10%	5	-16%
COc1ccc(C(CNC(=O)c2ccc(S(=O)(=O)N3CC(C)CC(C)C3)cc2)N(C)C)cc1 (stereo not drawn)	?	-2%	-52*	?	-63*	.	.	-42	?
CN(Cc1nc(Cc2ccccc2F)no1)Cc1cccc2ncccc12	?	16%	-108*	-28%	20	-4%	?	0	-30%
Fc1ccccc1NC(=S)Nn1cnnc1	-10%	-1%	3	-4%	0	-17%	?	5	-3%
COc1ccc(NC(=O)NNC(=O)COc2ccc3ccccc3c2)cc1OC	-10%	0%	-8	2%	-11	7%	0%	-8	-4%
CC1CN(S(=O)(=O)c2ccc(CN3C(=O)c4cccnc4C3=O)cc2)c2ccccc2O1 (stereo not drawn)	-15%	-4%	-3	?	-11	-1%	-7%	3	15%
CCOC(=O)N1CCN(C(=O)c2ccccc2-c2ccccc2)CC1	10µM*	-3%	27	10µM*	15	4.6µM*	4.6µM*	0	7.3µM*
CCOC(=O)C1CCN(S(=O)(=O)c2c(C)n[nH]c2C)CC1	-3%	-10%	32	10%	7	3%	3%	0	1%
COC(=O)CNC(=O)COC(=O)/C=C/c1ccccc1[N+](=O)[O-]	-41%[inhibitor]	2%	32	-9%	5	-5%	27%	-9	-16%
O=C(c1cccs1)N1CCC(c2nc3c(nnn3Cc3ccccc3Cl)c(=O)[nH]2)CC1	0%	22%	-22	-1%	0	6%	2%	7	-17%
CCOCCCNC(=O)/C(C#N)=C/c1cc(OC)c(O)c([N+](=O)[O-])c1	?	8%	0	6.5µM*	-19	7.3µM*	5.8µM*	-12	4.6µM*
O=C(COC(=O)CCc1ccc(S(=O)(=O)N2CCOCC2)cc1)NC1CCCC1	3%	-1%	0	-2%	-20	6%	5%	-1	0%
O=C(NCC1CCCO1)c1onc(CSc2ccccc2F)c1C(=O)O (stereo not drawn)	-5%	-4%	11	-2%	7	0%	-25%	11	9%
COc1cc(OC)cc(C(=O)NNC(=O)c2ccccn2)c1	?	7%	146	-27%	1	-16%	?	3	?
CC(C)(C)c1ccc(CN(Cc2ccco2)Cc2nnnn2C2CCCC2)cc1	13%	1%	-8	-2%	0	-21%	16µM*	2	?
Cc1ccc(N(CC(N)=O)C2SC(=O)N(C)C2=O)cc1 (stereo not drawn)	4%	-9%	-6	9%	23	14%	18%	-3	17%
O=C(c1ccc([N+](=O)[O-])cc1)N1CCN(C(=O)C2CCCCC2)CC1	-11%	2%	13	17%	-6	1%	0%	5	13%
CCn1c(SCCC(C)C)nnc1-c1c[nH]c2ccccc12	-6%	10%	-10	0%	19	?	-4%	1	-11%
COc1ccccc1C(=O)NC(=O)COC(=O)c1ccc([N+](=O)[O-])cc1Cl	-3%	-9%	0	8%	-3	15%	22%	-3	11%
CN(C)Cc1nc2c(c(=O)[nH]1)C(C)(C)Cc1ccccc1-2	-3%[9.22 µM]	-10%	-3	0%	0	?	6%	-3	0%
Cc1ccc(NC(=O)C(C)c2cccc(C(=O)c3ccccc3)c2)cc1 (stereo not drawn)	-1%	5%	12	?	9	-4%	?	-3	-2%
COC(=O)CC1N(S(=O)(=O)c2ccc(C)cc2)c2ccccc2C1(C(=O)OC)C(=O)OC (stereo not drawn)	.	.	21	3%	-3	2%	-21%	-10	3%
Cc1ccc(C)c2nc3sc(C(=O)O)cc3cc12	3%	5%	-20	?	-2	2%	-4%	7	-12%
O=C(Cc1ccccc1)NNC(=S)NC(=O)c1cccnc1	4%	2%	46	3%	-10	3%	-7%	7	8%
Cc1ccc(C(=O)NCCSc2snnc2C)cc1	-4%	2%	-18	8%	0	17%	-9%	5	2%
NS(=O)(=O)c1cccc(NC(=O)COC(=O)CSCc2ccccc2)c1	-3%	7%	12	-8%	-14	-2%	0%	-3	-3%
Cc1[nH]nc2nc(SCC(=O)NCC3CCCO3)n(-c3ccc(Br)cc3)c(=N)c12 (stereo not drawn)	1%	14%	-24	-4%	-50*	-6%	8%	6	-5%
Cc1ccc(C(=O)Nc2nc3ccccc3n3nnnc23)cc1	-10%	-16%	7	8%	?	-24%	-4%	4	11%
Cc1ccc(CC(=O)NNC(=O)c2ccncc2)cc1C	-3%	-9%	1	-2%	-4	-3%	3%	3	8%
CS(=O)(=O)c1nc(-c2ccc(Br)cc2)n[nH]1	-1%	-5%	5	-1%	4	-3%	3%	0	-1%
Cc1cc(C)nc(NS(=O)(=O)c2ccc(NC(=O)C3CC3)cc2)n1	-2%	6%	22	11%	-5	-4%	6%	9	15%
COC(=O)CC/C(=N/Nc1ccc(Cl)c(Cl)c1)C(=O)OC	5%	3%	20	8%	1	-4%	-11%	12	17%
CCN1CCN(S(=O)(=O)c2ccc(Cl)c(C(=O)Nc3ccccc3N3CCCCC3)c2)CC1	?	16%	-73*	?	-9	?	-15%	-6	?
CSc1ccc(Cl)c(C(=O)Nc2ccc(C)cn2)c1	26µM*	-2%	33	?	0	?	?	-4	?

Entries from the list above containing an aryl methoxy group:
SMILES	SW480 rerep	GLP-1R agonist	IL1B secr inh	HT1080NT lethal	DRD3 antagonist	KB-3-1 cytotox	KB-V1 MDR tox	DRD3 agonist	HT1080 IDH1KD tx
COc1ccccc1CC(=O)Nc1cc(Cl)ccc1O	-6%	0%	15	-18%	15	?	-17%	6	-29%
COc1ccc(C2=CN3CCCCC3CC2=O)cc1OC (stereo not drawn)	-13%	-4%	-19	2%	0	0%	?	-16	3%
CCN(CC)C(=O)CC(c1cc(OC)c(OC)c(OC)c1)c1c(O)cc(OC)cc1OC (stereo not drawn)	-4%	3%	-2	5%	?	0%	0%	-12	7%
COc1ccc(C(CNC(=O)c2ccc(S(=O)(=O)N3CC(C)CC(C)C3)cc2)N(C)C)cc1 (stereo not drawn)	?	-2%	-52*	?	-63*	.	.	-42	?
COc1ccc(NC(=O)NNC(=O)COc2ccc3ccccc3c2)cc1OC	-10%	0%	-8	2%	-11	7%	0%	-8	-4%
CCOCCCNC(=O)/C(C#N)=C/c1cc(OC)c(O)c([N+](=O)[O-])c1	?	8%	0	6.5µM*	-19	7.3µM*	5.8µM*	-12	4.6µM*
COc1cc(OC)cc(C(=O)NNC(=O)c2ccccn2)c1	?	7%	146	-27%	1	-16%	?	3	?
COc1ccccc1C(=O)NC(=O)COC(=O)c1ccc([N+](=O)[O-])cc1Cl	-3%	-9%	0	8%	-3	15%	22%	-3	11%

Another view of part of the listing above.
Molecule,SW480 rerep,GLP-1R agonist,IL1B secr inh,HT1080NT lethal,DRD3 antagonist,KB-3-1 cytotox,KB-V1 MDR tox,DRD3 agonist,HT1080 IDH1KD tx
CSc1ccc(Cl)c(C(=O)Nc2ccc(C)cn2)c1,26µM*,-2%,33,?,0,?,?,-4,?
NS(=O)(=O)c1cccc(NC(=O)COC(=O)CSCc2ccccc2)c1,-3%,7%,12,-8%,-14,-2%,0%,-3,-3%
